L929 necroptosis = inhibitors of zVAD-triggered necroptosis, primary screen, L929 cells. viability rescue, % at 10 µM. 0.38% of 220,000 active. L929 zVAD necroptosis rescue, ATP luminescence, 24 h; with zVAD 60 µM. AID 1377, 2008;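 active means activation, scaled between plate controls, above about 75%, limit read from the data; inactive means activation under that limit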;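 further: 0% = zVAD with DMSO and 100% = DMSO alone without zVAD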
MDM2 E3 inh = MDM2-luciferase reporter signal enhancers, primary screen, MDM2 E3 ligase inhibitor project, cell-based, luminescence, 1536-well | cell-based MDM2 ubiquitination luciferase reporter, 2 h; 0 = plate control, 100 = twice control, blank-subtracted | 0.11% of 210,000 active | signal enhancement, % at 5 µM | E3 ubiquitin-protein ligase Mdm2 (Homo sapiens), Q00987 | AID 1230, 2008;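 active means signal enhancement of 30% or more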;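 further: luminescence tracks abundance of the self-degrading MDM2-luciferase fusion protein; higher signal means inhibition of MDM2 E3 ligase activity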
Target sequence (Q00987 whole entry, looked up, the tested form may be a part): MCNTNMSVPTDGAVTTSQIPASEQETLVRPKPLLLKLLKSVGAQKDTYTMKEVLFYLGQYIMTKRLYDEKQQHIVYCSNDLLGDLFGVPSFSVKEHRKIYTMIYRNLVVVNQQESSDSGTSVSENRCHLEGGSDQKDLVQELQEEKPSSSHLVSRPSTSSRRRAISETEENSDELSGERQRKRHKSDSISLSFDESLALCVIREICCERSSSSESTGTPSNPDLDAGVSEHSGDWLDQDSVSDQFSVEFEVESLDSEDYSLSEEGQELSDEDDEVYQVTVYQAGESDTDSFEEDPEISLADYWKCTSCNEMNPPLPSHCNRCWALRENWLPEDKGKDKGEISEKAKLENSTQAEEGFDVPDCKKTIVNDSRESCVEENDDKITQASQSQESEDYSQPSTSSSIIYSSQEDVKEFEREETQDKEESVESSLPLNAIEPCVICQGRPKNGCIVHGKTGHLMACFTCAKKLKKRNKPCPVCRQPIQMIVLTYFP
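test system = mammalian cells stably expressing self-ubiquitinating, self-degrading MDM2 E3–luciferase fusion | quantity = 2000 cells/well | incubation = cell settling 4 h, compound treatment 2 h, both 37 °C | signal = luminescence with SteadyLite reagent, 15 min at room temperature | evaluation = % enhancement relative to plate controls after blank subtraction | benchmarks = plate controls and plate blanks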
Runt-SMMHC FRET = inhibitors of RUNX1 Runt–CBFb-SMMHC binding, primary screen, biochemical, FRET, Cerulean-Runt, Venus-CBFb-SMMHC, uHTS | Runt-related transcription factor 1 (Homo sapiens) + Core-binding factor subunit beta … | Cerulean-Runt/Venus-CBFb-SMMHC FRET ratio 530/480, 1 h | inhibition, % at 20 µM | 0.74% of 220,000 active | AID 1434, 2008;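 active means mean inhibition across duplicate retests at 20 µM reaching about 50%, limit read from the data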;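 further: 0% = DMSO wells and 100% = wells with excess untagged CBFb-SMMHC; inhibitors lower the FRET ratio by blocking Runt binding to CBFb-SMMHC; some results filed as inactive read as strong as hits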
Hck-Nef inh = inhibitors of Nef-activated human Hck kinase, primary screen, biochemical, Z-Lyte FRET, 384-well, Hck-YEEI; Tyrosine-protein kinase HCK (Homo sapiens), P08631; Recombinant Hck-YEEI plus Nef, Z-Lyte FRET kinase assay; inhibition, % at 20 µM; 0.68% of 220,000 active;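 active means Hck-Nef kinase inhibition above about 50%, limit read from the data; inactive means inhibition below that limit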;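 further: 0% = DMSO with Hck plus Nef and 100% = Hck alone without Nef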
NCF1 inh = p47phox/p22phox peptide binding inhibitors, primary screen, biochemical, uHTS, NADPH oxidase regulatory subunit. Neutrophil cytosol factor 1 (Homo sapiens), P14598. fluorescence polarization, 2 h. inhibition, % at 24.7 µM. 0.53% of 220,000 active. AID 1274, 2008;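 active means inhibition above about 30%, limit read from the data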;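 further: 0% = p47phox with labelled peptide and 100% = labelled peptide alone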
Tb hexokinase = Trypanosoma brucei hexokinase 1 inhibitors, primary screen, biochemical, G6PDH-coupled NADH absorbance, MLSCN library; hexokinase 1 [Trypanosoma brucei]; recombinant TbHK1, G6PDH-coupled NADH A340; inhibition, % at 10 µM; 0.11% of 220,000 active;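 active means inhibition of 50% or more in the single-dose primary screen; inactive means inhibition below 50%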
14-3-3 Bad PPI = inhibitors of 14-3-3 zeta/Bad binding, primary screen, biochemical, TR-FRET, bovine 14-3-3 zeta | 14-3-3 protein zeta/delta (Bos taurus), P63103 | TR-FRET 14-3-3zeta/Dy647-pBad peptide displacement, 1 h | inhibition, % at 21.7 µM | 0.71% of 220,000 active;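 active means inhibition above about 70%, limit read from the data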;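 further: 0% = full 14-3-3 plus peptide FRET controls and 100% = background without 14-3-3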
Target sequence (P63103 whole entry, looked up): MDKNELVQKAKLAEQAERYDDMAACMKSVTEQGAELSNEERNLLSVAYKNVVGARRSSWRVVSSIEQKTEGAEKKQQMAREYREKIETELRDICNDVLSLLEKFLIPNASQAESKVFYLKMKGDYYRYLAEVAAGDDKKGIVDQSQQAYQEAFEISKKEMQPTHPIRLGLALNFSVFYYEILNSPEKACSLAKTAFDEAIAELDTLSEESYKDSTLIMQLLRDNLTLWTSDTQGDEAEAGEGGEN
EBV gp42 block = Epstein-Barr virus gp42 inhibitors, primary screen, biochemical, uHTS, fluorescence polarization; Glycoprotein 42 (Epstein-Barr virus (strain AG876)), Q1HVG2; Fluorescence polarization binding assay, mP read-out; inhibition, % (tested at 21.74 µM); 0.42% of 220,000 active; AID 1085, 2008; in the data active means inhibition above about 50%
Target sequence (Q1HVG2 whole entry, looked up): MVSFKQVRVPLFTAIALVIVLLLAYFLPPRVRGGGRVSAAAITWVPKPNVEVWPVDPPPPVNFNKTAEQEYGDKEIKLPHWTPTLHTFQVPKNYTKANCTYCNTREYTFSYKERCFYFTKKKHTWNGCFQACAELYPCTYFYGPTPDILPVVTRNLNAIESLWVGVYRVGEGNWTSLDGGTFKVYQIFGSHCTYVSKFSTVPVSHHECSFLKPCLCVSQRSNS
Runt-CBFb FRET = inhibitors of RUNX1 Runt–CBFb binding, primary screen, biochemical, FRET, Cerulean-Runt, Venus-CBFb, uHTS; 0.46% of 220,000 active; Cerulean-Runt/Venus-CBFb FRET ratio 530/480, 1 h; inhibition, % at 20 µM; Runt-related transcription factor 1 (Homo sapiens) + Core-binding factor subunit beta …;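 active means inhibition over about 50% at 20 µM in the single-dose screen, limit read from the data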;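 further: 0% = DMSO wells and 100% = excess unlabeled CBFb competitor control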
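Measured by: fluorescence energy transfer, 422 nm excitation, 530/480 nm emission; Assay system: Cerulean-Runt domain; Medium: Tris pH 7.5 buffer with BSA; Measure: loss of energy transfer signal; Controls: 5 µM unlabeled CBFb as full-inhibition high control; Incubation: protein complex preformed 1 h, compound exposure 1 h, room temperature, dark.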
Numbers without * were called inactive; . = no result given; [ ] = remark or other dose. Rows were taken by chance; any-hit rate near 3.2%.

Fields: L929 necroptosis, MDM2 E3 inh, Runt-SMMHC FRET, Hck-Nef inh, NCF1 inh, Tb hexokinase, 14-3-3 Bad PPI, EBV gp42 block, Runt-CBFb FRET
CSc1ccc(C(=O)C2CCCN(Cc3ccc(N4CCNC4=O)cc3)C2)cc1 (configuration not stated)
    -0.4, 3, -3, 22, ., -22, -2, -10, 0
CC(C)Oc1nc(-c2ccc(Cl)cc2)nc2ccccc12
    0.0, -17, -2, -9, -14, 0, 9, -19, -3
O=C(c1cc(-c2ccc(Cl)c(Cl)c2)on1)N1CCCCC1
    0.8, -33, -2, 1, -10, 3, 6, 3, -4
Cc1ccc(CS(=O)(=O)Cc2ccc(C(=O)NCc3ccccn3)o2)cc1
    0.1, -16, 2, 0, -5, 5, 4, 1, 2
Cc1ccc2nc(N(CCCN(C)C)C(=O)c3ccco3)sc2c1
    5.1, -5, 1, 24, -18, 1, -15, -32, 0
CCOC(=O)c1cc(/C(C)=N/OC(=O)c2ccc(C(C)(C)C)cc2)on1
    -0.1, -8, 2, 11, -44, -12, 0, -13, -1
COc1ccccc1CNc1cc(CSc2ccc(Cl)cc2)nc(C)n1
    0.4, 1, 0, 1, -4, -5, 14, -4, -2
O=C(O)c1ccc(S(=O)(=O)c2ccc3c(c2)C(=O)N(NC(=O)c2ccccc2)C3=O)cc1
    1.5, 2, 0, 4, -7, 1, -2, -3, -1
COc1cc(/C=N/NC(=O)Cc2cccs2)c([N+](=O)[O-])cc1OC
    0.5, -8, 13, -1, 4, 23, -15, -6, 4
CCOCCCn1c(=S)[nH]c2cc(C(=O)NCCCN(CC)CC)ccc2c1=O
    9.0, -7, -2, 5, -2, -2, 6, -7, 2
NC(=O)C1CCN(C2CC(=O)N(Cc3cccs3)C2=O)CC1 (configuration not stated)
    -0.4, -31, 3, -1, -11, 0, -4, -9, 3
Cn1c(=O)n(CC(=O)N2CCN(c3nnc(-c4ccccc4)c4ccccc34)CC2)c2ccccc21
    -1.1, -13, -1, 10, -4, 0, 0, -2, -4
CN1CCN(CCCNC(=O)C2CC(=O)N(C3CCCCC3)C2)CC1 (configuration not stated)
    0.0, -11, -2, 1, -4, -6, 21, -20, -1
Cc1nnc(SCc2cccc(Cl)c2)n(N)c1=O
    -0.6, -6, -1, -16, 2, 10, 6, 3, -2
CN1/C(=C\C=N\O)C(C)(C)c2ccccc21
    2.1, -10, 0, -9, -29, -1, -12, -3, 0
O=C(c1[nH]ncc1-c1ccc(Cl)cc1)C1CO1 (configuration not stated)
    0.1, -15, 0, 11, -10, -11, 0, 0, -1
COC(=O)n1c(SC)nc2ccccc21
    -0.2, -1, -12, 0, 1, 11, -5, -11, -3
O=C(CSc1n[nH]c(-c2ccccc2)n1)c1ccccc1
    3.1, -10, -7, 2, -8, -1, -6, -9, -1
OCCN=C1CCCc2c1[nH]c1ccc(Cl)cc21
    2.5, -8, -1, 12, -13, -14, 6, -13, 0
CNc1nc(N/N=C/c2cc3c(cc2[N+](=O)[O-])OCO3)nc(Nc2ccccc2)n1
    1.4, -2, -21, 40, 14, -7, -4, -33, -1
Cc1ccc(NC(=O)N2CCCCC2)cc1[N+](=O)[O-]
    0.8, -10, 1, 15, -4, -15, -2, -11, 2
COC(=O)c1ccccc1-c1ccc(C(c2c(C)[nH][nH]c2=O)c2c(C)[nH][nH]c2=O)o1
    -2.0, -18, ., 19, -10, -9, -7, -15, .
Cc1cc(O)c(-c2n[nH]c3c2C(c2cccc(O)c2)N(Cc2cccnc2)C3=O)cc1Cl (configuration not stated)
    0.5, -17, -1, 0, -18, 6, 2[fluorescence artefact?], 1, 4
O=C1CCCCC1S(=O)(=O)c1ccccc1 (configuration not stated)
    0.3, 1, 3, 3, 1, -2, 2, -20, -1
O=C(CCc1ccccc1)Nc1ccc(N2CCOCC2)cc1
    1.3, -20, -1, -10, 1, -2, -13, -3, 2
O=c1c2ccccc2n(Cc2ccc(F)cc2)c(=O)n1C1CCCC1
    2.2, -15, 2, -4, -1, -2, 6, -2, 0
O=c1cc(-c2ccc(Cl)cc2)oc(=O)[nH]1
    1.4, -10, 0, 5, -6, -8, -5, 0, 1
CC(C)CCN1CCN(Cc2ccc(N3CCNC3=O)cc2)CC1CCO (configuration not stated)
    0.0, -6, -6, 1, -4, -2, -4, -10, 1
CCCCCCCCSc1nnc2[nH]c(=O)cc(N)n12
    3.9, -6, -1, 17, -10, 11, -7, -22, 5
COc1cc(-c2nnc(NC(=O)c3ccc(S(=O)(=O)N4CCOCC4)cc3)o2)cc(OC)c1OC
    0.8, -17, -1, -1, 2, -10, -22, -12, 2
COc1ccc(NC(=O)Nc2ccc3c(c2)CCC3)c(OC)c1
    46, -5, -1, 4, -8, -1, -4, -16, 2
CCn1c(SCC(=O)OCC(=O)N2c3ccccc3NC(=O)C2(C)C)nnc1-c1ccco1
    -0.2, -7, 2, 2, -26, -1, -13, -19, -3
N#Cc1ccccc1NC(=O)CSc1nnc(-c2ccc(F)cc2)n1-c1ccccc1
    -0.3, -18, -2, 6, -9, -6, 7, 0, 0
Cc1cc(C(=O)NNC(=S)NC(=O)/C=C/c2ccccc2Cl)n[nH]1
    0.9, 1, -3, 1, -20, -10, 6, -1, 10
COc1cc(OC)cc(C(=O)NC(=S)Nc2nnn(C)n2)c1
    0.5, -8, -4, 14, 7, 5, -15, 9, 24
Cc1c(S(=O)(=O)N2CCc3ccccc3C2)c(=O)n(C)c(=O)n1C
    -0.5, -7, 0, -1, -2, -6, 0, -7, 1
COc1ccc2[nH]c3c(NCc4ccco4)ncnc3c2c1
    0.2, -5, 4, 4, -41, -8, 8, -16, -1
CCOC(=O)CS(=O)(=O)c1ccc(C(F)(F)F)cn1
    0.0, -18, 1, 0, -9, 0, -3, -7, 1
CC(C)(C)Nc1c([N+](=O)[O-])c(=O)sc2ccccc12
    -0.9, 5, -1, 4, -5, -4, -2, 7, .
CCc1ccc(NC(=O)CSc2ccccn2)cc1
    -0.3, -9, -5, 17, -1, 10, 1, -3, 1
CCCc1nc2sc3c(c2c(=O)n1NC(=O)CCC(=O)O)CCCC3
    0.3, -7, 4, -2, -11, -7, 5[fluorescence artefact?], 3, 0
CCOC(=O)CSC1=C(C#N)C(C)C2=C(CCCC2=O)N1 (configuration not stated)
    0.1, 2, 4, 4, -6, -15, -8, -12, 11
CC(C)(C)NS(=O)(=O)c1ccc(CCC(=O)N2CCOCC2)cc1
    0.1, -14, 1, -20, 0, 6, 1[fluorescence artefact?], -5, 2
CCc1nnc(NC(=O)c2ccc3c(=O)n4c(nc3c2)CCCCC4)s1
    -0.3, -1, 2, 20, -5, -33, 12, -16, 2
O=C(COC(=O)CC1c2ccccc2CCN1S(=O)(=O)c1ccc(F)cc1)Nc1ccccc1 (configuration not stated)
    1.2, 27, 0, 2, -25, 7, 2, -18, -1

Profiles from above.
CCn1c(SCC(=O)OCC(=O)N2c3ccccc3NC(=O)C2(C)C)nnc1-c1ccco1 in the list: L929 necroptosis = -0.2; MDM2 E3 inh = -7; Runt-SMMHC FRET = 2; Hck-Nef inh = 2; NCF1 inh = -26; Tb hexokinase = -1; 14-3-3 Bad PPI = -13; EBV gp42 block = -19; Runt-CBFb FRET = -3
CCOC(=O)CS(=O)(=O)c1ccc(C(F)(F)F)cn1 in the list: L929 necroptosis = 0.0; MDM2 E3 inh = -18; Runt-SMMHC FRET = 1; Hck-Nef inh = 0; NCF1 inh = -9; Tb hexokinase = 0; 14-3-3 Bad PPI = -3; EBV gp42 block = -7; Runt-CBFb FRET = 1

Additional results
Fields: L929 necroptosis, MDM2 E3 inh, Runt-SMMHC FRET, Hck-Nef inh, NCF1 inh, Tb hexokinase, 14-3-3 Bad PPI, EBV gp42 block, Runt-CBFb FRET
C/C(=N\NC(=O)c1cc(C(C)C)[nH]n1)c1ccco1
    0.9, -1, 5, -2, -2, -3, 18, 0, 1
O/N=C/c1cn(-c2ccccc2)nc1-c1ccc2c(c1)OCCO2
    2.0, 0, 1, 7, -17, 6, 3, -18, 1
CCOC(=O)c1c(C)[nH]c(C(=O)COC(=O)CN2C(=O)C3CCCCC3C2=O)c1C (configuration not stated)
    -0.4, -28, -2, 6, -3, -2, 0[fluorescence artefact?], 5, -3
CCCCC(=O)NCCc1ccc(OC)cc1
    -0.6, -9, -1, 1, -1, 0, -8, -2, 1
Cc1nn(C)c(C)c1S(=O)(=O)N1CCC(C(=O)NCCC2=CCCCC2)CC1
    1.3, -20, 2, 0, -2, 1, -17, 0, -1
COc1ccc(N2C(=O)CS/C2=N\C(=S)Nc2ccccc2)cc1
    0.4, -21, 0, 1, -16, -4, -2, -6, 6
CCOc1ccc(-c2csc(N)c2C(=O)OC)cc1
    1.4, -9, -1, 0, -3, 1, 28, -21, 13
COc1ccc(-c2nn(-c3ccccc3)cc2/C=N/n2cnnc2)cc1OC
    0.3, -5, -2, 6, -7, -17, -4, -10, -1
COc1cc(SC)ccc1C(=O)Nc1cccc(C)n1
    69, 0, ., 23, -11, -8, -6, -11, .
COc1cc(/C=N/NC(=O)CCc2n[nH]c(=O)[nH]c2=O)ccc1O
    0.3, -27, 2, 2, -9, -67, 6, 1, -2
CC(C)(C)n1cnnc1Sc1ncccc1[N+](=O)[O-]
    -0.5, 4, 2, 23, -8, -20, 2, -8, -1
COc1ccc2c(c1)[nH]c1c(=O)n(CCN(C)C)cnc12
    0.4, -10, -3, 2, -11, -8, -2, -8, 2
COCCn1c(-c2ccc(-c3ccccc3Cl)o2)nc2c1c(=O)[nH]c(=O)n2CC(C)C
    0.1, 1, 32, 7, -33, -20, 11, -26, 5
COc1ccc(C2=C(Nc3ccc(F)cc3)c3ccccc3C2=O)cc1
    0.3, 0, -10, 0, -8, -12, 9[fluorescence artefact?], -13, .
O=S(=O)(NC1CC1)c1ccc(S(=O)(=O)N2CCCC3(CCCCC3)C2)cc1
    0.2, -7, 4, 8, -6, -4, 2, -2, 2
CS(=O)(=O)N(CC(=O)NCc1ccc2c(c1)OCO2)C1CCCCC1
    0.6, -12, 3, 19, -3, 1, 0, -12, 1
O=C(Nc1ccc(Br)cc1)C1CCN(C(=O)c2ccc(F)cc2)CC1
    1.2, -9, -2, -1, 7, -1, -9, -2, -1
Cc1cc(C)nc(SCc2ccc(C(=O)NN=C3CCCC3)cc2)n1
    10, -21, -3, 28, 13, 3, -8, -11, 1
